High-throughput results (PubChem)
Hsp70 inhibitors: Hsp70 inhibitors, probe displacement, primary screen, biochemical, fluorescence polarization (AID 583). displacement, % at 20 µM; hits with a dose series show IC50 in µM. Hsp70 fluorescence polarization probe displacement, mP; higher % means a stronger effect. 140,000 compounds, 0.06% hits. Heat shock 70 kDa protein 1A (Homo sapiens); in the data active means displacement above about 50%;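 further: plate controls were vehicle for no effect and reference ligand for full effect; a part of the inactive calls stands beside numbers as strong as those of hits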
MKP-3 inhibition: MKP-3 phosphatase inhibitors, primary screen, biochemical, rat enzyme, in vitro (AID 425) | Dual specificity protein phosphatase 6 (Rattus norvegicus) | recombinant MKP-3 phosphatase activity, fluorescence; higher % means a stronger effect | inhibition, % at 20 µM; hits with a dose series show IC50 in µM | 110,000 compounds, 0.17% hits; in the data active means inhibition above about 50%;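 further: plate controls were vehicle for no effect and reference inhibitor for full effect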
The depositor's hits bear a star; . = no result given; & = joins results of further samples.

SMILES	Hsp70 inhibitors	MKP-3 inhibition
Cc1cc(C)c2cc(CN(CCO)C(=O)Nc3ccc(F)cc3)c(=O)[nH]c2c1	6.9%	-18%
CCOc1cccc(C2c3c(oc4ccccc4c3=O)C(=O)N2c2ccccn2)c1 (centres undefined)	-4.5%	-5%
CCOc1ccccc1-n1c(SCC(=O)N2CCOCC2)nnc1-c1ccccn1	-1.4%	0%
COc1cc(OC)cc(-n2c3nc4ccccc4nc3c3c(=O)n(CC4CCCO4)cnc32)c1 (centres undefined)	-3.5%	-7%
CCOC(=O)C(CC)Sc1nc2c(cnn2-c2ccccc2)c(=O)[nH]1 (centres undefined)	-2.7%	-5%
O=C1NC2NC(=O)N(C(Cc3ccccc3)C(=O)O)C2N1 (centres undefined)	-4.3%	-9%
COC(=O)c1cc2oc3ccccc3c2n1Cc1ccccn1	-0.5%	-4%
COCCOC(=O)C1=C(C)NC(C)=C(C(=O)OC(C)C)C1c1cccc([N+](=O)[O-])c1 (centres undefined)	-1.8%	6%
O=C(N/N=C/c1cc(Br)ccc1OC(=O)c1ccco1)c1cccnc1	5.4%	0%
COc1cccc(N(CC(=O)N2CCc3ccccc3C2)S(C)(=O)=O)c1	-5.0%	.
Cn1c(/N=C/c2cccs2)nc2ccccc21	-34%	-10%
CC(=O)Nc1nnc(SCC(=O)NCCOc2ccccc2)s1	-4.0%	-11%
Cc1c(NC(=O)C(Sc2ccccc2)c2ccccc2)c(=O)n(-c2ccccc2)n1C (centres undefined)	-1.7%	3%
COc1cccc2c1OC1(C)CC2N(C(=O)c2ccco2)C(=S)N1c1ccc(F)cc1 (centres undefined)	-1.6%	.
COc1ccc(C2CC(c3ccccc3)Nc3nc(NC(=O)c4ccco4)nn32)cc1 (centres undefined)	-3.2%	-4%
COc1cccc(-n2nnc3c(=O)n(Cc4ccc(Br)cc4)cnc32)c1	-1.9%	0%
Cc1ccc(SCC(=O)NCc2cccnc2)cc1	3.8%	.
CSc1nnc(C)c(=O)[nH]1	1.0%	-9%
Cc1cccc(OCC(=O)O/N=C(\N)c2ccc(Cl)cc2)c1	0.3%	3%
COc1cc(C(=O)NC(NC(=S)Nc2cccc(Br)c2)C(Cl)(Cl)Cl)cc(OC)c1OC (centres undefined)	2.3%	4%
Cc1n[nH]c(C)c1S(=O)(=O)Nc1ccc2c(c1)OCCO2	1.9%	2%
CCOC(=O)C1=C(CSc2n[nH]c(N)n2)NC(=O)NC1C (centres undefined)	2.3%	4%
CCCCCNC(CC(=O)Nc1ccc(OC)cc1)C(=O)O (centres undefined)	1.4%	7%
CC(C)(C)c1nnc2sc(SCCN3C(=O)c4ccccc4C3=O)nn2c1=O	1.6%	-6%
CCOC(=O)c1cccnc1SCC(=O)NC(C)CC (centres undefined)	5.2%	-5%
O=C(NCc1ccccc1)N(Cc1nc2ccccc2c(=O)[nH]1)C1CCCC1	0.2%	-14%
Cc1occc1-c1nnc(SCC(=O)NCCc2ccccc2)n1C(C)c1ccccc1 (centres undefined)	-0.8%	0%
CCOC(=O)/C(C#N)=C/Nc1ccc2ccccc2c1	-3.5%	1%
COC(=O)c1c(NC(=O)COc2ccc(C)cc2C)sc2c1CCC(C)C2 (centres undefined)	-2.7%	1%
O=C(O/N=C(/c1ccccc1)c1ccncc1)c1ccc(Cl)cc1Cl	-0.3%	2%

One compound at a time, as listed above. Order of screens: Hsp70 inhibitors, MKP-3 inhibition
`CCOC(=O)C1=C(CSc2n[nH]c(N)n2)NC(=O)NC1C` (centres undefined) as listed: 2.3%, 4%
`CCOC(=O)c1cccnc1SCC(=O)NC(C)CC` (centres undefined) as listed: 5.2%, -5%

7 entries from above, bar-delimited.
molecule | Hsp70 inhibitors | MKP-3 inhibition
CCOC(=O)C1=C(CSc2n[nH]c(N)n2)NC(=O)NC1C (centres undefined) | 2.3% | 4%
CCCCCNC(CC(=O)Nc1ccc(OC)cc1)C(=O)O (centres undefined) | 1.4% | 7%
CC(C)(C)c1nnc2sc(SCCN3C(=O)c4ccccc4C3=O)nn2c1=O | 1.6% | -6%
CCOC(=O)c1cccnc1SCC(=O)NC(C)CC (centres undefined) | 5.2% | -5%
O=C(NCc1ccccc1)N(Cc1nc2ccccc2c(=O)[nH]1)C1CCCC1 | 0.2% | -14%
Cc1occc1-c1nnc(SCC(=O)NCCc2ccccc2)n1C(C)c1ccccc1 (centres undefined) | -0.8% | 0%
CCOC(=O)/C(C#N)=C/Nc1ccc2ccccc2c1 | -3.5% | 1%

(more compounds)
SMILES	Hsp70 inhibitors	MKP-3 inhibition
CO/N=C(/CS(=O)(=O)c1ccc(C)cc1)c1ccc(OC)cc1	3.6%	.
Cc1cc(=O)oc2c(C)c(OCc3ccccc3)ccc12	1.3%	2%
COC(=O)C(O)(CC(=O)Nc1cccc(SC)c1)C(F)(F)F (centres undefined)	5.5%	-9%
CCOc1cc(/C=C(\C#N)c2nc3ncc(Br)cc3[nH]2)ccc1O	-70%	0%
O=C1CC(c2ccco2)CC2=C1C1c3ccccc3C(=O)N1c1ccccc1N2 (centres undefined)	0.5%	-11%
CCc1ccc(-c2nnc(-c3ccccc3Cl)o2)cc1	-0.6%	2%
O=C(NCC(c1cccnc1)N1CCOCC1)c1ccc2c(c1)OCO2 (centres undefined)	-3.6%	-11%
O=C1CC(c2ccccc2)Cc2nc(NCc3ccco3)ncc21 (centres undefined)	3.9%	-8%
Cc1ccc(OCc2ccc(C(=O)Nc3nccs3)o2)cc1C	1.5%	.
Cc1nc2ccc(NC(=S)N(C)C)cc2nc1C	-1.1%	0%
Cc1cccc(C)c1NC(=O)COc1ccccc1O	13%	0%
Cc1cc(=O)[nH]c(/N=C(\N)Nc2cccc3ccccc23)n1	-5.9%	0%
O=C(c1cc2cc(Cl)ccc2oc1=O)N1CCOCC1	0.4%	-2%
CCC(=O)/C(C)=C(\NC(=O)c1ccccc1)c1ccccc1	-3.4%	4%
COC(=O)c1sc(S(=O)(=O)NCc2ccccc2)c(C(=O)OC)c1C	4.8%	.
Brc1ccccc1CN1CCN(Cc2ccncc2)CC1	-0.2%	2%
CCCn1c(N2CCC(Cc3ccccc3)CC2)nc2c1c(=O)[nH]c(=O)n2C	5.3%	3%
CCOc1ccccc1NC(=O)CCc1ccc(C)o1	0.5%	-7%
Cc1ccc(Cn2c(SCCN3CCCCC3)nc3c2c(=O)n(C)c(=O)n3C)cc1	1.4%	4%
CCOC(=O)c1c(C2COc3ccccc3O2)csc1NC(=O)c1ccco1 (centres undefined)	.	1%
O=C(CSc1nnnn1-c1ccccc1)N1CCCc2ccccc21	-3.9%	.
COC(=O)Nc1ccc(S(=O)(=O)N2c3ccccc3CCC2C)cc1 (centres undefined)	2.5%	-2%
Cc1ccc(C(=O)O/N=C(\N)c2cccc([N+](=O)[O-])c2)cc1	0.7%	2%
COc1ccccc1-c1n[nH]c(=S)o1	3.3%	-1%&2%
CC1C(=O)CC(c2ccco2)NC1c1ccco1 (centres undefined)	6.5%	-2%
Brc1cccc(-c2nnc3sc(CNC4CCCC4)cn23)c1	3.3%	-13%
Cc1c(-c2cccs2)[n+](=O)c2c(n1[O-])CCCC2	-1.3%	-1%
O=C(N/N=C\c1cc(O)c(Br)cc1Br)c1ccc(Br)cc1	5.5%	3%
Nc1ncn(C(=O)c2ccco2)n1	1.4%	0%
Cc1cc(C)n(-c2nc3ccccc3nc2N2CCOCC2)n1	-4.4%	-2%
CC(C)(C)c1ccc(OCC(O)CSc2ncn[nH]2)cc1 (centres undefined)	-3.4%	.
CC(N=c1ccccn1C(=O)Nc1cccc(C(F)(F)F)c1)c1ccco1 (centres undefined)	8.1%	.
N/C(=N\OC(=O)c1cccc(Br)c1)c1ccncc1	1.2%	3%
COc1ccc(C(=O)c2oc3ccc(OC)cc3c2N)cc1	24%	-8%
COCC(=O)N(Cc1cc2ccccc2[nH]c1=O)c1ccccc1OC	-1.7%	-14%
COC(=O)c1ccccc1NC(=O)C(CCS(C)(=O)=O)NC(C)=O (centres undefined)	4.6%	8%
C/C(N)=C(/C#N)C(=O)CSc1nc2cc(Cl)ccc2s1	-3.1%	1%
CCOc1ccc(NC(=O)c2ccc3c(c2)N(Cc2ccc(F)cc2)C(=O)CS3=O)cc1 (centres undefined)	-0.4%	-2%
O=C(c1cc2n(n1)C(C(F)(F)F)CC(c1ccc(F)cc1)N2)N1CCCC1 (centres undefined)	-3.8%&2.8%	8%&-4%
Fc1c(F)c(C(F)(F)F)c(F)c(F)c1N1CCN(c2ccc3nnc(C(F)(F)F)n3n2)CC1	2.9%&-2.3%	2%&0%
O=C(CCCN1C(=O)/C(=C\c2cccs2)SC1=S)Nc1ccccc1O	2.8%	2%
CCOc1ccc(C(OC(=O)c2ccco2)C(=O)NCc2ccc(C)cc2)cc1 (centres undefined)	-2.2%	.
COc1ccc2c(c1)CC/C(=C\c1cccc(F)c1)C2=O	0.4%	0%
CC1=C(C(=O)N(C)CCC#N)C2(CCCCC2)OC1=O	4.3%	-8%
Nc1ncnc2nc(SCCN3CCCCC3)[nH]c12	-1.8%	-12%

Reprinted from the results shown for reference:
SMILES	Hsp70 inhibitors	MKP-3 inhibition
O=C(c1cc2n(n1)C(C(F)(F)F)CC(c1ccc(F)cc1)N2)N1CCCC1 (centres undefined)	-3.8%&2.8%	8%&-4%
Fc1c(F)c(C(F)(F)F)c(F)c(F)c1N1CCN(c2ccc3nnc(C(F)(F)F)n3n2)CC1	2.9%&-2.3%	2%&0%
O=C(CCCN1C(=O)/C(=C\c2cccs2)SC1=S)Nc1ccccc1O	2.8%	2%
CCOc1ccc(C(OC(=O)c2ccco2)C(=O)NCc2ccc(C)cc2)cc1 (centres undefined)	-2.2%	.
COc1ccc2c(c1)CC/C(=C\c1cccc(F)c1)C2=O	0.4%	0%
CC1=C(C(=O)N(C)CCC#N)C2(CCCCC2)OC1=O	4.3%	-8%
Nc1ncnc2nc(SCCN3CCCCC3)[nH]c12	-1.8%	-12%

(further entries)
SMILES	Hsp70 inhibitors	MKP-3 inhibition
COc1ccc2c(c1)-c1c(ssc1=S)C(C)(C)N2C(=O)C(C)N1C(=O)c2ccccc2C1=O (centres undefined)	10%	2%
CCc1ccccc1N1CCN(S(=O)(=O)c2cc(OC)ccc2OC)CC1	1.7%	-5%
COc1cc(N/N=C/c2cc(Br)ccc2O)ncn1	-1.3%	1%
Cc1cccc(OCCCn2ccnc2)c1	1.2%&0.9%	-3%&1%
COc1cc(/C=C2/C(=N)N3C=CSC3=NC2=O)ccc1OCCCOc1ccccc1C	-3.2%	.
CC1CCc2c(sc(NC(=O)c3ccc(Cn4cc(Br)cn4)o3)c2C(N)=O)C1 (centres undefined)	-12%	-10%
COc1ccccc1CNC(=O)Cn1cc2c(n1)CCCC2	-2.6%	-7%
O=C(CSCc1ccccc1)Nc1cccc2c1C(=O)N(c1ccccc1)C2=O	-2.5%	3%
OC(Cn1nnc2ccccc21)Cn1c(C(F)(F)F)nc2ccccc21 (centres undefined)	6.1%	10%
COc1ccc(C2/C(=C(/O)c3ccccc3)C(=O)C(=O)N2c2cccc(C)c2)c(OC)c1 (centres undefined)	2.5%	-3%
COC(=O)C1=C(C)NC(=O)NC1c1ccc(C(C)C)cc1 (centres undefined)	1.3%	0%
Cc1ccc(NC(=O)c2c(NC(=O)c3ccccc3Cl)sc3c2CCCCC3)c(C)c1	-6.4%	7%
O=c1cc(CNC2CCCCC2)c2ccccc2[nH]1	1.4%	-10%
O=C(c1cccc(F)c1)N1CCN(Cc2ccco2)CC1	3.0%	-12%
COCCOC(=O)C1=C(C)N=C2SCCC(=O)N2C1c1ccc(OC(=O)c2ccco2)cc1 (centres undefined)	1.4%	-2%
CCCn1c(C)cc(C(=O)CSc2nnc3n(CCC)c(=O)c4ccccc4n23)c1C	1.4%	-2%
CCCN(CCC)CCCNC(=O)CC(C(=O)N1CCc2ccccc21)n1ccnc1 (centres undefined)	-1.7%	-14%
C#CCOc1nc(Nc2ccc([N+](=O)[O-])cc2)nc(OCC#C)n1	-1.1%	3%
COc1cc(/C=C2/OC(=O)c3cc([N+](=O)[O-])ccc32)cc(OC)c1OC	-2.3%	.
Cc1cc2[nH]c(=O)c(CCO)c(C)n2n1	-4.5%	2%
CC(C)Cc1nc(N2CCN(C(=O)c3ccccc3)CC2)c(C#N)c2c1CCC2	4.0%	.
COc1ccc(Cl)cc1NC(=O)C1=C(C)NC(=S)NC1c1ccccc1F (centres undefined)	8.2%	2%
COC(=O)C1=NN(C(=O)c2ccc([N+](=O)[O-])cc2)C(O)(c2ccccc2)C1 (centres undefined)	-2.3%	4%
CCC1CCCCN1S(=O)(=O)c1ccc(Cl)c([N+](=O)[O-])c1 (centres undefined)	8.2%	1%
CCCOc1ccc2oc(=O)c3c(c2c1)CCCN3C(=O)CN1CCCC(C(=O)OCC)C1 (centres undefined)	-1.6%	-1%
CC(=O)CC(c1ccccc1)S(=O)(=O)c1cccc(C)c1 (centres undefined)	4.3%	0%
COc1ccc(OC)c(N/C(=N\c2nc(C)cc(C)n2)NC(=O)c2ccco2)c1	2.9%	-3%
COC(=O)c1cc2c([nH]c3ccccc32)c(C)n1	-2.4%	-4%
Cc1cccc2cc(C(c3nnnn3Cc3ccccc3)N3CCN(C)CC3)c(=O)[nH]c12 (centres undefined)	2.9%	-5%
CCOC(=O)N1CCN(C(=O)Nc2ccc3oc(C)nc3c2)CC1	4.6%	-4%

These rows are one share of the data; count on the stated rates, not on these rows.
